Compound activity deposited in PubChem BioAssay by National Center for Advancing Translational Sciences (NCATS).
Luc counter: blocks Kinase-Glo luciferase, a counter-screen artifact | Q27757 | AID 1379 | Potency, µM (titrated, usually from 38.3 µM), for inactives: top-dose activity change, negative = inhibition, most hits filed as inhibitors | Kinase-Glo luciferase, ATP luminescence, 8 min | hit rate 0.28% among 200,000; further: on the % scale 0 is the no-effect control and ±100 the full control effect; nearly all actives have a fitted effect of over 60% in size
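Light output from Kinase-Glo luciferase with luciferin and 10 uM ATP in 50 mM imidazole pH 7.2, KCl, MgCl2, Tween 20, BSA; compound pin-delivered, 8-min ambient incubation, then luminescence read.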
NPSR antagonist: blocks cAMP signaling of the human neuropeptide S receptor. AID 1461. Potency, µM (highest dose often 38.3 µM), inactives show top-dose activity change, negative = inhibition, usual class: inhibitors. CHO-NPSR cells, cAMP TR-FRET, antagonist mode. hit rate 1% among 220,000; further: on the % scale 0 is the no-effect control and ±100 the full control effect; nearly all actives have a fitted effect of over 50% in size; many of its hits are not listed in these tables
Target sequence (Q6W5P4 whole entry, looked up): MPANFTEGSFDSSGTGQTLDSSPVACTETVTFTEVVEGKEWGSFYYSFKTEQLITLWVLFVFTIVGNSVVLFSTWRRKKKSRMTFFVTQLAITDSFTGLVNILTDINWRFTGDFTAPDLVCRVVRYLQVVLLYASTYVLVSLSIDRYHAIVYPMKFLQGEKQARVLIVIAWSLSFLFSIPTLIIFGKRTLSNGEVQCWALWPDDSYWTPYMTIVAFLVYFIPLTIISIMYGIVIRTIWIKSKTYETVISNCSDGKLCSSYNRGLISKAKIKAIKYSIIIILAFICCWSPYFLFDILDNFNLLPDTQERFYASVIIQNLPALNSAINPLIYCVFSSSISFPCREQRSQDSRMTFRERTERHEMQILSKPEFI
IMPase Li inh: cell-permeable IMPase inhibitors with lithium potentiation | hit rate 0.35% among 210,000 | CHO-M1 cells, IP1 TR-FRET (IP-One), carbachol + lithium | AID 1457 | Potency, µM (highest dose often 59.4 µM), without a hit: top-dose activity, negative = IMPase inhibition, actives largely listed as inhibitors;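 further: IP1 builds up when IMPase is blocked and the TR-FRET signal falls; plate controls were basal vehicle for no effect and high inhibitor control for full effect; nearly all actives have a fitted effect of over 50% in size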
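Readout is a homogeneous TR-FRET IP1 immunoassay (Ex 320, Em 665 and 620), where raised cytosolic IP1 lowers signal. Cells were CHO-M1 treated 30 min at 37C with test compounds plus a little lithium; AC50 values came from Hill-equation fitting.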
SMN2 splice enh: increases expression of the SMN2 splice variant; HEK293 SMN2-luciferase splicing reporter, luminescence, 30-36 h; Potency, µM (top dose mostly 46.1 µM), inactives show at the top dose activity change, positive = activation, actives largely listed as activators; hit rate 2.8% among 210,000; further: % of control where 0% means no effect; nearly all actives have a fitted effect of over 55% in size
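HEK293 cells carry an SMN2 […]–luciferase reporter in which exon 7 inclusion puts luciferase in frame. Cells were plated 10-12 h before compound addition, then incubated 30-36 h at 37C. ONE-Glo luminescence was read; sodium butyrate at 4.5 mM final served as control.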
KDM4E inh: blocks human JMJD2E demethylase activity; Potency, µM (top dose mostly 57.1 µM), without a hit: at the top dose activity change, negative = inhibition, usual class: inhibitors; JMJD2E catalytic domain, FDH-coupled NADH fluorescence (FDH is formaldehyde dehydrogenase); hit rate 1.6% among 230,000; B2RXH2; active means well fitted inhibition curve with a large enough effect, not every such curve was filed as active; inconclusive means small, poorly fitted or top-dose-only effect, or another doubt; inactive means no such curve, though single readings can be large or run the other way;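 further: 0% = wells with enzyme and -100% = buffer wells without enzyme; nearly all actives have a fitted effect of over 50% in size; many of its hits are not listed in these tables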
Target sequence (B2RXH2 1-337 limits assumed): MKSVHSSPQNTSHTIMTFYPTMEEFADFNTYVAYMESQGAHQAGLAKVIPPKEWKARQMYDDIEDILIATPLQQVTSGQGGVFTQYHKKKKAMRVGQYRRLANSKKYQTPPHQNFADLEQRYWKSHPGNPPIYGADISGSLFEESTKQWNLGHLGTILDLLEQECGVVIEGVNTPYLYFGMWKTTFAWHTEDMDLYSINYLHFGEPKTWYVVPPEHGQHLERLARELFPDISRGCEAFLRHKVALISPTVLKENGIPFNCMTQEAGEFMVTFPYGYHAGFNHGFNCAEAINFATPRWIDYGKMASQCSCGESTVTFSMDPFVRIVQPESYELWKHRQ
RGS12 GoLoco inh: inhibitors of human Gai1-RGS12 GoLoco interaction (red fluorophore) | Gai1:RGS12 GoLoco peptide FP, rhodamine, 10 min | Potency, µM (highest dose often 61.6 µM), for the others: top-dose activity, negative = inhibition, hits mostly inhibitors | hit rate 0.44% among 230,000 | AID 880; active means well fitted inhibition curve with a large enough effect, not every such curve was filed as active; inactive means no such curve, though single readings can be large or run the other way; further: on the % scale 0 is the no-effect control and ±100 the full control effect; nearly all actives have a fitted effect of over 30% in size; many of its hits are not listed in these tables
Target sequence (P63096 whole entry, looked up): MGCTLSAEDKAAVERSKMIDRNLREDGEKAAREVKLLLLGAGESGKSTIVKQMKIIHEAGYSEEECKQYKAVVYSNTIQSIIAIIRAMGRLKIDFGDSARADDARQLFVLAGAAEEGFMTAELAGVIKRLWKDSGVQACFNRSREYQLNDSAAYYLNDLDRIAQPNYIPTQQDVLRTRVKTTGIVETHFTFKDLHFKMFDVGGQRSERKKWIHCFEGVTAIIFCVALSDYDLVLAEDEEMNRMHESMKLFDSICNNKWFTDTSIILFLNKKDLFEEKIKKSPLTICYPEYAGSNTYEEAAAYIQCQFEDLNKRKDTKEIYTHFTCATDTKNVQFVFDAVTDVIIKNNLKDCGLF
Epigenetic reg: regulators of epigenetic silencing causing reporter derepression in mouse cells; Potency, µM (titrated, usually from 53.9 µM), inactives show at the highest dose GFP activation, actives largely listed as activators; hit rate 0.2% among 280,000; murine LDR cells, GFP reporter derepression, 30 h; AID 1865; further: % of control where 0% means no effect; nearly all actives have a fitted effect of over 60% in size
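In this reporter-derepression format, murine cells bearing a silenced integrated CMV-GFP locus incubate with test compound (30 h, 37 C), then are washed and imaged; fluorescent objects of 20–120 um count as induced cells.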
RECQ1 inh: inhibitors of human RECQ1 DNA helicase. P46063. RECQ1 DNA unwinding, red fluorescence kinetic read. Potency, µM (highest dose often 57.3 µM), without a hit: at the highest dose activity, negative = inhibition, usual class: inhibitors. hit rate 0.54% among 240,000. AID 2549;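 further: plate controls were vehicle for no effect and no enzyme for full effect; nearly all actives have a fitted effect of over 30% in size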
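50 nM RECQ1T1 preincubated 15 min with compound in Tris pH 8.0 buffer with MgCl2, DTT, Tween-20 and 2.5 ug/ml poly(dI-dC); started with 200 nM TAMRA/BHQ-2 forked duplex and 2 mM ATP. Unwinding read as fluorescence (525/598 nm), two reads 2 h apart.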
* = called active by the depositor; i = inactive; ? = inconclusive; . = no result given; [ ] = remark or other dose. Unless noted, the call rests on the fitted dose curve; in most records, active means well fitted curve in the direction sought with a large enough effect; inconclusive means small, poorly fitted or top-dose-only effect, or another doubt; inactive means no such curve, though single readings can be large; an effect the other way counts as inactive or inconclusive. Potency means the concentration at half of the fitted maximal effect. These rows are one share of the data. The share of hits here may be higher or lower than overall.

The line under a structure holds: Luc counter	NPSR antagonist	IMPase Li inh	SMN2 splice enh	KDM4E inh	RGS12 GoLoco inh	Epigenetic reg	RECQ1 inh
- COC(=O)CCC(=O)OC1(C)C(=O)C2=CN(CC3CC3)C(c3ccc(OC)cc3)=CC2=C(Br)C1=O (stereo unspecified)
  -3%[7.66 µM]	-21%	-2%	2%[9.22 µM]	13µM*	23%[14.2 µM]	0.5%	4%[11.5 µM]
- CC(OC(=O)CNS(=O)(=O)/C=C/c1ccccc1)C(=O)Nc1ccc(S(=O)(=O)N2CCCC2)cc1 (stereo unspecified)
  -3%	4%	10%	11%	-3%	-9%	-0.3%	-8%
- S=C(NCc1ccncc1)Nc1ccc(Cl)cc1
  0%	11%	-3%	-33%[inhibitor]	-7%	0%	-1.8%	-9%
- COc1cc2c(cc1OC)-c1cc3nc4ccccc4nc3n1C(C)(C)C2
  2%	.	5%	.	4.5µM*	27%	7.3%	i
- COc1ccc(/C=C/C(=O)NC(C)(C)C)cc1S(=O)(=O)N1CCOCC1
  5%	9%	13%	2%	-6%	-2%	-1.0%	-7%
- CCN(CC)CCNCc1cc(Cl)ccc1OCc1ccccc1F
  2%	-10%	29%	-21%	?	18%	-1.3%	i
- N#CCC(=O)N/N=C/c1ccc(OS(=O)(=O)c2ccccc2)cc1
  0%	-8%[46.1 µM]	15%[38.3 µM]	-6%	-2%	0%	4.4%	-2%
- COc1cc2c(cc1OC)C(c1ccccc1O)N(C1CC(=O)N(c3ccccc3)C1=O)CC2 (stereo unspecified)
  2%	-18%[46.1 µM]	9%[38.3 µM]	41%	-8%	-13%	-2.1%	-4%
- COc1cccc(C2CC(c3cccs3)=NN2C(=O)CSc2nc3ccccc3o2)c1OC (stereo unspecified)
  -2%	-22%[46.1 µM]	10%	-14%	?	-4%	0.0%	-14%
- O=C(CSc1ccccc1)Nc1nc2ccccc2[nH]1
  .	3%[46.1 µM]	.	.	-11%	.	0.0%	-1%
- COc1ccc(-c2cnnn2-c2ccc(NC(=O)/C=C/c3ccc(OC)c(OC)c3)cc2)cc1
  3%	-3%	4%	-11%	?	8%	-1.1%	?
- NC(=O)NC(=O)COC(=O)c1ccc2c(c1)C(=O)N(Cc1ccccc1)C2=O
  .	-12%	.	.	-1%	6%	0.0%	1%
- COc1ccc2c(c1)C1=NN(/C(C)=C\C(C)=O)C(c3ccccc3)C1CC2 (stereo unspecified)
  -4%	-3%[46.1 µM]	11%	-5%	?	41%[activator]	1.2%	-3%
- Cc1nnc(SCC(=O)Nc2ncc(S(=O)(=O)c3ccc([N+](=O)[O-])cc3)s2)s1
  5%	7%	7%	-15%	2%	8%	-1.1%	-4%
- Cc1cc2c(=O)n(Cc3ccco3)c(SCC(=O)NCc3ccco3)nc2s1
  3%	-23%[46.1 µM]	20%[38.3 µM]	-8%	1%	-13%	-19%	i
- CC1Cc2ccccc2N1C(=O)C1CCCN(S(=O)(=O)c2cccc3cccnc23)C1 (stereo unspecified)
  -1%	-22%[46.1 µM]	8%[38.3 µM]	-7%	-7%	18%	6.6%	-2%
- O=c1c2[nH]c3ccc(F)cc3c2ncn1CCN1CCN(Cc2ccccc2)CC1
  3%	-16%[46.1 µM]	37%[38.3 µM]	-7%	2%	7%	0.0%	-10%
- COc1ccc(C(=O)NCCN2C(=O)S/C(=C\c3cccnc3)C2=O)c(OC)c1OC
  -4%	6%	6%	-33%[inhibitor]	0%	9%	-0.6%	-1%
- Cn1c(CCCOc2ccc(Cl)cc2Cl)n[nH]c1=S
  -3%	20%	1%	.	-4%	8%	10%	-8%
- O=C(/C=C/c1ccccc1Cl)Nc1ccc(-c2nnc3n2CCCCC3)cc1
  -2%	-10%	-9%	-27%	-17%	5%	2.0%	-3%

Later entries:
The line under a structure holds: Luc counter	NPSR antagonist	IMPase Li inh	SMN2 splice enh	KDM4E inh	RGS12 GoLoco inh	Epigenetic reg	RECQ1 inh
- COCCN(CCOC)S(=O)(=O)c1ccc(C(=O)Nc2sc3c(c2C(N)=O)CCCCC3)cc1
  -3%	-10%	2%	-18%	8%	9%	0.0%	-2%
- CCOc1cc(C)nc(N2CCN(C3CCCCC3)CC2)n1
  -1%	-5%[46.1 µM]	13%[38.3 µM]	6%	4%	3%	-0.1%	-3%
- Cc1sc2c(c1C)c(=O)nc1scc(CC(=O)O)n12
  -1%	-4%[46.1 µM]	23%[38.3 µM]	-29%	-7%	5%	3.1%	i
- COc1ccc(CNC(=O)c2cc(-c3cc(C)ccc3O)n[nH]2)cc1
  .	-14%	.	.	?	7%	0.7%	-17%
- CN(C)C(CNC(=O)CNC(=O)c1ccc(Br)cc1)c1ccccc1 (stereo unspecified)
  0%	16%	-11%	-5%	3%	8%	-0.6%	-13%
- COc1cc(C)c(S(=O)(=O)n2nnc3ccccc32)cc1C
  19%	2%[46.1 µM]	11%[38.3 µM]	?	-4%	3%	-1.0%	i
- O=c1cc(CSc2nnc(COc3ccccc3)n2-c2ccccc2)c2ccccc2[nH]1
  1%	-6%	14%	-1%	8%	6%	0.1%	-7%
- Cc1sc2ncn(CC(=O)NCc3ccccc3)c(=O)c2c1C
  .	9%	.	.	-6%	2%	2.2%	5%
- CCN(CC)CCNC(=O)CCn1c(=S)[nH]c2cc3c(cc2c1=O)OCO3
  1%	-8%[46.1 µM]	27%[38.3 µM]	-5%	-11%	5%	-4.8%	-7%
- COc1ccc(-n2c(SC)nc(O)cc2=O)cc1
  -1%	-16%[46.1 µM]	0%[38.3 µM]	6%	0%	8%	6.5%	-7%
- c1ccc(CSC2=NCCS2)cc1
  1%	16%	-6%	-6%	-5%	6%	2.2%	5%
- CCC(C)[C@H](NC(=O)NCCCOC(C)C)C(=O)OC (stereo partly specified)
  .	-12%	.	.	2%	5%	-0.3%	2%
- O=C(CSc1nnc(CNC(=O)c2cccs2)o1)c1ccccc1
  -4%	-8%[46.1 µM]	31%[38.3 µM]	?	3%	7%	-7.8%	-2%
- CC(=O)Oc1ccccc1C1OC(=O)c2ccccc2N1C(C)=O (stereo unspecified)
  -1%	0%[46.1 µM]	23%[38.3 µM]	-6%	?	4%	-0.9%	-15%
- COc1ccc(-n2c(O)c(C=NC3CC3)c(=O)[nH]c2=O)cc1
  0%	9%[46.1 µM]	4%[38.3 µM]	5%	-3%	1%	-4.3%	i
- O=C(Nc1ccc(F)cc1F)NC1CCN(Cc2c(F)cccc2Cl)CC1
  .	-5%	.	.	-3%	0%	-0.1%	-1%
- COc1ccc(CCCc2nnc(SCC(=O)Nc3cc(C)c(C)cc3Br)o2)cc1
  -2%	?	6%[38.3 µM]	2%	-4%	5%	0.9%	-12%
- Cc1c([N+](=O)[O-])cc(C(=O)N2CCOCC2)cc1[N+](=O)[O-]
  3%	11%	1%	6%	3%	1%	-0.8%	-1%
- COc1cccc(OC)c1C(=O)N1CCN(Cc2ccccc2C)CC1
  3%	-19%[46.1 µM]	-15%[38.3 µM]	-6%	?	0%	-3.3%	16%
- CC(C)C[C@H]1COC(c2ccc(Br)cc2)=N1
  4%[39.9 µM]	.	11%	.	.	1%[88.7 µM]	-3.4%	-12%[81.1 µM]

Next results.
The line under a structure holds: Luc counter	NPSR antagonist	IMPase Li inh	SMN2 splice enh	KDM4E inh	RGS12 GoLoco inh	Epigenetic reg	RECQ1 inh
- O=C(NNC(=S)NCc1ccc(Cl)cc1)c1ccc(Br)o1
  3%	-4%	2%	-1%	4%	6%	-3.2%	i
- Cc1cc(NC(=O)/C=C/c2ccc(F)cc2)n(-c2nc3ccccc3[nH]2)n1
  0%	-11%	8%	1%	1%	-5%	0.0%	-6%
- O=C(O)CC1S/C(=N\N=C/c2ccccc2)N(c2ccc(O)cc2)C1=O (stereo unspecified)
  .	-4%[46.1 µM]	.	.	-5%	.	-1.0%	-3%
- Cc1cc(Br)cc2cn[nH]c12
  0%	4%	-13%	-25%	3%	3%	0.0%	-7%
- N#CC1=C(N)Oc2n[nH]c(-c3cccs3)c2C1c1cccnc1 (stereo unspecified)
  -3%	-7%[46.1 µM]	19%[38.3 µM]	-12%	-26%	2%	0.1%	0%
- O=C1CSc2ccc(C(=O)O)cc2N1
  -1%	13%	-3%	-1%	-3%	1%	1.1%	-1%
- Cc1ccc2nc3c(cc(C#N)c(=O)n3-c3nccs3)c(=O)n2c1
  -2%	-8%[46.1 µM]	-24%[38.3 µM]	12%	?	-4%	-0.8%	13%
- Cc1cc(Cl)c(S(=O)(=O)NC2CCCCC2)cc1OCC(=O)Nc1nncs1
  6%	-12%	15%	-102%[inhibitor]	-5%	1%	1.0%	-1%
- CCOc1ccc(C(F)(F)F)cc1NC(=O)COc1ccc(C(F)(F)F)cc1[N+](=O)[O-]
  1%	0%[46.1 µM]	-4%[38.3 µM]	-6%	5%	6%	0.9%	-11%
- CSCCC(NS(=O)(=O)c1ccc(Cl)cc1)C(=O)OCC(=O)N1CCCc2ccccc21 (stereo unspecified)
  .	-17%[46.1 µM]	.	.	-4%	.	-0.9%	-5%
- COC(=O)C1=C(C)N(Cc2ccc(OC)cc2)C(=O)/C1=C\c1ccco1
  .	38%	.	.	-4%	19%	?	-15%
- Cc1cc(C(=O)COC(=O)c2ccc(N)c([N+](=O)[O-])c2)c(C)n1Cc1ccc2c(c1)OCO2
  .	-9%	.	.	0%	-5%	5.4%	-5%
- CCCn1c(NC(=O)c2cccc(C)c2C)nc2ccccc21
  16%	-12%[46.1 µM]	22%[38.3 µM]	-1%	-16%	12%	0.8%	-11%
- COc1ccc(C(=O)Cn2nc(CNc3ccc(Br)cc3)[n+]3c2CCCCC3)cc1
  5%	-21%	11%	7%	-19%	4%	-0.2%	i
- COc1cc(O)oc1C=Nc1ccccc1
  -6%	-2%[46.1 µM]	-14%[38.3 µM]	-7%	?	-21%	1.1%	-10%
- Cc1ccc(C[n+]2cccc(-c3ccccc3)c2)c(C)c1
  -1%	-2%	15%	-89%[inhibitor]	2%	2%	9.2%	-4%
